STK33 kinase inh – human STK33 kinase inhibition. Q9BYT3. purified STK33, MBP phosphorylation, ADP-Glo luminescence. inhibition, % at 10 µM. 0.073% of 320,000 active. AID 2661;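 active means inhibition at or above 25%, using the most active replicate where run in duplicate; inactive means inhibition below 25%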
Target sequence (Q9BYT3 whole entry, looked up): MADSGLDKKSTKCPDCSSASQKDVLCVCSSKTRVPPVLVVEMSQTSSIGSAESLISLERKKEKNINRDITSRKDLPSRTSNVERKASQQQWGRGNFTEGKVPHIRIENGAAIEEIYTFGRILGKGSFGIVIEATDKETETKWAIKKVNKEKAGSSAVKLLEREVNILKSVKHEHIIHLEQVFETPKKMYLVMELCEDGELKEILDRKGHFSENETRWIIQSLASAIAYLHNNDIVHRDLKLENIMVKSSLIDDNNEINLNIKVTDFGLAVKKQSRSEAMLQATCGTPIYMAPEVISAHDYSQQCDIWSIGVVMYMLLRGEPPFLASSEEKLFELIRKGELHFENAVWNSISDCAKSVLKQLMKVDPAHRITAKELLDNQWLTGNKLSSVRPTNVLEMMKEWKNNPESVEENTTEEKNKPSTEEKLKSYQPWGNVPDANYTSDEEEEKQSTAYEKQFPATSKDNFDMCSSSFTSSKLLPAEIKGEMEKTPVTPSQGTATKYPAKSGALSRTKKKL
Kir21 block – Kir2.1 (mouse) channel inhibition; P35561; HEK293-Kir2.1, FluxOR thallium flux fluorescence; hits give low values; B-score at 10 µM; 0.85% of 310,000 active; AID 1672;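 active means fluorescence ratio B-score at or below minus 3 SD of library scores, with starting-brightness B-score within 2 SD, cut at about -4.2 in these data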;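 further: channel flux triggered by added potassium and thallium sulfate stimulus; B-score of peak minus minimum fluorescence over baseline after thallium stimulus; more negative B-score means stronger Kir2.1 block with less thallium influx; some compounds called inactive have numbers as strong as hits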
Target sequence (P35561 whole entry, looked up): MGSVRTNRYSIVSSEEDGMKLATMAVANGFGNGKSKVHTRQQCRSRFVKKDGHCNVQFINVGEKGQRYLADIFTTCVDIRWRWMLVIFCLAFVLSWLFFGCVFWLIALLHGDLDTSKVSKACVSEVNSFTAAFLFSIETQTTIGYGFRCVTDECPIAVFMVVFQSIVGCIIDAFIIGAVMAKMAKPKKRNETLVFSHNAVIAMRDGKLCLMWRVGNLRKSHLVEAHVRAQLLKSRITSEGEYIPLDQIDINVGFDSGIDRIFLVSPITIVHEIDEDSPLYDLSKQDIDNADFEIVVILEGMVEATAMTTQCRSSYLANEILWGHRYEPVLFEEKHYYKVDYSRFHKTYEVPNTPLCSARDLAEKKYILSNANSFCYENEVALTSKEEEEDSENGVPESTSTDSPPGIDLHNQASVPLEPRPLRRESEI
* hit, by the source's call. Not a hit list, and some 0.84% of all compounds hit somewhere here.

`CCCc1c(C(=O)Nc2ccc(F)cc2C)cnn1-c1ccccc1` gave STK33 kinase inh 0.3 and Kir21 block 0.24.
`FC(F)(F)c1cc(N2CCN(Cc3ccccc3)CC2)c2ccccc2n1` gave STK33 kinase inh -0.1 and Kir21 block 0.12.
For O=C(CSCc1ccccc1)N=Nc1c(O)[nH]c2ccccc12 the results were STK33 kinase inh -0.3 and Kir21 block -0.78.
For CN1C(=O)N(C)C2CC1N(C)C(=O)N2C the results were STK33 kinase inh -0.4 and Kir21 block -0.2.
Screening Cc1cc(C(=O)N/N=C/c2ccc(C)o2)c2ccccc2n1 returned STK33 kinase inh -0.3 and Kir21 block 0.7.
For O=C(CCS(=O)(=O)c1cc2c(cc1Cl)NC(=O)CO2)NCc1ccc(F)cc1 the results were STK33 kinase inh -0.2 and Kir21 block -1.2.
Screening CC(C)(C)NC(=O)CSc1nnc(-c2ccncc2)o1 returned STK33 kinase inh 0.7 and Kir21 block -0.9.
`COc1ccc(NC(=O)CSc2nnc(CC(=O)Nc3ccc(F)cc3)n2C)cc1` gave STK33 kinase inh -2.8 and Kir21 block 1.9.
`Cc1nnc(NCCO)c2ccccc12` gave STK33 kinase inh -0.2 and Kir21 block 2.2.
Screening CCCCNC(=S)N1CCN(c2ccccc2Cl)CC1 returned STK33 kinase inh -1.7 and Kir21 block -0.73.
CCCC/C(O)=C1\C(=O)CCCC1=NCCc1c(C)[nH]c2ccc(OC)cc12 was read as STK33 kinase inh -0.4 and Kir21 block -1.4.
For CCc1ccccc1N(CC)C(=O)CCc1nc(-c2ccc(C)cc2)no1 the results were STK33 kinase inh -0.7 and Kir21 block 0.08.
`O=C(CN1CCS(=O)(=O)CC1)N/N=C/c1cccc(C(F)(F)F)c1` gave STK33 kinase inh 0.1 and Kir21 block 0.38.
Screening CCOc1ccc2nc(N3CCCC(C(=O)NCCCN4C(C)CCCC4C)C3)sc2c1 (stereo not given) returned STK33 kinase inh -2.4 and Kir21 block -0.21.
For CC(C)(C)OCC(O)CN1CCN(C(=O)c2ccccc2)CC1 (stereo not given) the results were STK33 kinase inh -0.4 and Kir21 block -0.06.
`Cc1cc(=O)[nH]c2ccc(Cl)cc12` gave STK33 kinase inh 0.1 and Kir21 block 0.85.
COCCn1c(SCC(=O)N2CCCCC2)nc2cccnc21 was read as STK33 kinase inh -0.3 and Kir21 block 0.47.
N=c1c(S(=O)(=O)c2ccc(Cl)cc2)cc2c(=O)n3ccccc3nc2n1CCN1CCOCC1 was read as STK33 kinase inh -0.6 and Kir21 block -0.84.
For CCOCCCN1CC(C(=O)NCc2ccc3c(c2)OCO3)CC1=O (stereo not given) the results were STK33 kinase inh -0.8 and Kir21 block 1.1.
`COc1ccc(Nc2ccc([N+](=O)[O-])cn2)cn1` gave STK33 kinase inh -0.6 and Kir21 block 0.21.
`Cc1ccsc1/C=N/n1c(=S)[nH]nc(C)c1=O` gave Kir21 block -1.4.
O=C(O)c1cccc(C(=O)O)n1 was read as Kir21 block 2.
`NC(=S)N/N=C/c1coc2ccc(O)cc2c1=O` gave STK33 kinase inh -0.1 and Kir21 block -1.2.
CC(C)Oc1ccc(S(=O)(=O)N2CCCCC2)cc1NC(=O)C1CSC2(C)CCC(=O)N12 (stereo not given) was read as Kir21 block 0.12.
For Cc1ccc(S(=O)(=O)N2CCCCC2)cc1NC(=O)c1ccc2c(c1)OCO2 the results were STK33 kinase inh -1.0 and Kir21 block 0.74.
Oc1[nH]c2ccccc2c1/C=N/c1nccs1 was read as STK33 kinase inh 6.5 and Kir21 block 0.27.
For COC(=O)c1ccc(NC(=O)CNC(=O)C2CCCCC2)c(C)c1 the results were STK33 kinase inh 0.0 and Kir21 block 0.79.
O=C(c1cc(-c2ccccc2)n[nH]1)N1CCc2c([nH]c3ccccc23)C1c1ccccn1 (stereo not given) was read as STK33 kinase inh -0.2 and Kir21 block -0.87.
For Cn1nnnc1SCc1ccccc1[N+](=O)[O-] the results were STK33 kinase inh 1.1 and Kir21 block 0.21.
`OCC[C@@H]1C[C@@H](O)[C@H](O)[C@@]2(CCCc3ccccc3O2)O1` gave STK33 kinase inh -0.5 and Kir21 block -0.42.

Quoted at random: 3 records from the list
For CCOCCCN1CC(C(=O)NCc2ccc3c(c2)OCO3)CC1=O (stereo not given) the results were STK33 kinase inh -0.8 and Kir21 block 1.1.
Screening CC(C)(C)NC(=O)CSc1nnc(-c2ccncc2)o1 returned STK33 kinase inh 0.7 and Kir21 block -0.9.
`COc1ccc(NC(=O)CSc2nnc(CC(=O)Nc3ccc(F)cc3)n2C)cc1` gave STK33 kinase inh -2.8 and Kir21 block 1.9.

Going on with the list:
Screening Cc1nn2c3c(cnc2c1-c1ccccc1)C(=O)CCC3 returned Kir21 block -0.25.
For Cn1cccc1C(=O)NC(=O)COC(=O)CNC(=O)CNC(=O)c1ccc(Cl)cc1Cl the results were STK33 kinase inh 1.1 and Kir21 block 1.
COc1cc2c(cc1OC)CN(C(=O)c1cccc(S(=O)(=O)N(C)C)c1)CC2 was read as STK33 kinase inh -1.7 and Kir21 block 2.2.
Cc1nc(Nc2ccc(Br)cc2Br)c([N+](=O)[O-])c(=O)[nH]1 was read as STK33 kinase inh -2.2 and Kir21 block 2.3.
For COCCN1CC(C(=O)NCCc2nc(C)c(C)s2)CCC1=O (stereo not given) the results were STK33 kinase inh -1.1 and Kir21 block -0.89.
Screening CCCCN(C)C(=O)c1cc2c(s1)-c1ccccc1S(=O)(=O)C2 returned STK33 kinase inh -0.7 and Kir21 block -0.56.
Screening COc1cccc(C(C(=O)NCC2CCCO2)N(C(=O)Cn2nnc3ccccc32)c2ccc(NC(C)=O)cc2)c1 (stereo not given) returned STK33 kinase inh 0.3 and Kir21 block -0.2.
COc1cc(NC(=O)CSCC(=O)Nc2cccc(C(F)(F)F)c2)c(Cl)cc1Cl was read as STK33 kinase inh -2.6 and Kir21 block -1.6.
Screening COc1ccc(CNC(=O)CN(CC2CCCO2)C(=O)CNS(=O)(=O)c2ccc(C)cc2)cc1 (stereo not given) returned STK33 kinase inh 0.4 and Kir21 block -0.12.
Screening CCCn1c(N2CCN(CC(=O)c3c[nH]c4ccccc34)CC2)nc2c1c(=O)[nH]c(=O)n2C returned STK33 kinase inh 0.0 and Kir21 block -1.2.
`CCC(=O)N1CCc2cc(S(=O)(=O)NC(C(=O)NCc3ccccc3)C(C)C)ccc21` (stereo not given) gave STK33 kinase inh -1.2 and Kir21 block 0.81.
For CO/N=C/C(C#N)=C/c1ccc(OC)c(OC)c1 the results were STK33 kinase inh -0.4 and Kir21 block -0.13.
CCN(C(=O)c1cc(S(=O)(=O)N2CCCC2)ccc1C)C1CCS(=O)(=O)C1 (stereo not given) was read as STK33 kinase inh -0.5.
CCOc1ccc(CCNc2nc3c(c(=O)n(C)c(=O)n3C)n2CC)cc1OCC was read as STK33 kinase inh -1.4 and Kir21 block 0.89.
Screening CC(=O)OCCSc1c(-c2ccccc2)c2cc(Cl)ccc2[nH]c1=O returned STK33 kinase inh -1.2 and Kir21 block -0.07.
For O=C(COC(=O)Cc1ccccc1F)NCCNC(=O)COC(=O)Cc1ccccc1F the results were STK33 kinase inh 5.8 and Kir21 block -2.5.
Screening Cc1ccc(Sc2nc3ccc(C)cn3c(=O)c2/C=N/O)cc1 returned STK33 kinase inh -1.0 and Kir21 block -0.06.
CC(CC(=O)Nc1cccnc1)c1ccccc1 (stereo not given) was read as STK33 kinase inh -0.4 and Kir21 block 1.8.
Cc1cccc(NC(=O)COC(=O)c2ccc(C)c(S(=O)(=O)N3CCCCC3)c2)c1 was read as STK33 kinase inh 0.0.
`O=C1CC(C(=O)N2CCN(c3ccccc3O)CC2)CN1Cc1ccccc1` (stereo not given) gave STK33 kinase inh -1.9 and Kir21 block 1.5.
Cc1ccc(NC(=S)N(C)C)cc1C was read as STK33 kinase inh -1.7 and Kir21 block -0.89.
Screening Cc1ccc(C(=O)NCCc2nnc3ccc(NCCCN4CCOCC4)nn23)cc1 returned STK33 kinase inh -2.4 and Kir21 block 2.1.
COc1cccc(NC(=O)CN(C)C(=O)c2cccc(S(=O)(=O)Nc3ccc(C)cc3)c2)c1 was read as STK33 kinase inh 0.1.
For COc1cc(OC)c(C2C(C(=O)Nc3ccc(C)cc3C)=C(C)Nc3ncnn32)cc1OC (stereo not given) the results were STK33 kinase inh 8.1 and Kir21 block -0.02.
COc1cc2c(cc1OC)C(C(=O)NC(C)c1ccccc1)CC(=O)N2 (stereo not given) was read as STK33 kinase inh -3.2 and Kir21 block -0.76.
CCc1cc2c(NC(Cc3c[nH]c4ccccc34)C(=O)O)nc(C)nc2s1 (stereo not given) was read as STK33 kinase inh 0.7 and Kir21 block -0.39.
Screening Fc1cccc(F)c1-n1c(CN2CCCCC2)csc1=S returned STK33 kinase inh -0.7 and Kir21 block -1.
Screening CCOC(=O)c1ccc(NS(=O)(=O)c2cnc[nH]2)cc1 returned STK33 kinase inh -0.6 and Kir21 block -1.5.
`CC1(C)CC(=O)C(CC(=O)N2CCC(Cc3ccccc3)CC2)C(=O)C1` gave STK33 kinase inh 0.1 and Kir21 block -0.46.
Cc1ccsc1C(=O)C1CCCN(Cc2cc(F)ccc2-n2cccn2)C1 (stereo not given) was read as STK33 kinase inh -1.8 and Kir21 block -0.6.
For COC(=O)c1ccccc1NS(=O)(=O)c1ccc(Cl)nc1 the results were STK33 kinase inh 0.8 and Kir21 block -0.03.
For N#C/C(=C\c1ccc(-c2ccccc2Cl)o1)C(=O)Nc1nc2ccccc2s1 the results were STK33 kinase inh 0.4 and Kir21 block 0.5.
`O=C(CN1C(=O)S/C(=C\c2ccc(O)cc2)C1=O)c1ccccc1` gave STK33 kinase inh -0.4 and Kir21 block 0.44.
For O=C(CNC(=O)c1ccc(Br)cc1)NCCc1nc2ccccc2[nH]1 the results were Kir21 block -1.3.
`c1ccc(CCNc2ncnc3ccccc23)cc1` gave STK33 kinase inh 3.6 and Kir21 block 0.42.
O=C(O)CC1(CC(=O)Nc2ccccc2C(=O)c2ccccc2)CCCC1 was read as STK33 kinase inh -1.5 and Kir21 block 1.3.
For O=C(NC1CC1)c1ccc(-c2ccccc2)cc1 the results were STK33 kinase inh -0.6 and Kir21 block -1.1.
Screening Cc1ccccc1NC(=O)CSc1nc2ccccc2o1 returned STK33 kinase inh -0.4 and Kir21 block -1.3.
Screening Cn1c(SCC(=O)N(Cc2ccccc2)C(C)(C)C)nc2ccccc21 returned STK33 kinase inh 0.8 and Kir21 block -0.31.
For CCOc1ccccc1N(CC(=O)Nc1ccc(S(=O)(=O)N2CCOCC2)cc1)S(=O)(=O)c1ccc(Cl)cc1 the results were STK33 kinase inh 4.2 and Kir21 block -0.94.
`CCCCN(C(=O)C(CCSC)N1C(=O)c2ccccc2C1=O)c1c(N)n(CCC)c(=O)[nH]c1=O` (stereo not given) gave STK33 kinase inh 0.3.
Screening O=C(Cc1cccc2ccccc12)N/N=C/c1ccc(O)c([N+](=O)[O-])c1 returned STK33 kinase inh -0.1 and Kir21 block -1.7.
`COc1ccccc1CNC(=O)c1ccc(-c2ccccc2Cl)o1` gave STK33 kinase inh -1.2 and Kir21 block 1.8.
`O=C(CCC(=O)OCC(=O)c1cccc([N+](=O)[O-])c1)Nc1cccc(Cl)c1Cl` gave STK33 kinase inh -0.3 and Kir21 block 0.33.
Screening O=C(NCCCN1CCOCC1)c1ccc(S(=O)(=O)Nc2ccccc2)cc1 returned Kir21 block -0.29.
Screening CCOC(=O)c1c(C)nc2ncccn12 returned STK33 kinase inh -0.4 and Kir21 block 0.98.
`COc1ccccc1N(C(=O)CNC(=O)c1ccco1)C(C(=O)NC1CCCC1)c1ccco1` (stereo not given) gave STK33 kinase inh -1.0 and Kir21 block 0.2.
For COC(=O)/C(=C\c1ccc(O)cc1)c1nc2ccccc2[nH]1 the results were Kir21 block 0.66.
For O=C/C(=C\Nc1ccc(Cl)cn1)c1nc2ccccc2o1 the results were STK33 kinase inh -2.0 and Kir21 block 0.75.
`COc1ccc(N(CC(=O)NC2CC3CCC2C3)S(=O)(=O)c2ccccc2)cc1Cl` (stereo not given) gave STK33 kinase inh -2.4 and Kir21 block 0.54.

Continued (2 carried over from the part before).
For O=C/C(=C\Nc1ccc(Cl)cn1)c1nc2ccccc2o1 the results were STK33 kinase inh -2.0 and Kir21 block 0.75.
`COc1ccc(N(CC(=O)NC2CC3CCC2C3)S(=O)(=O)c2ccccc2)cc1Cl` (stereo not given) gave STK33 kinase inh -2.4 and Kir21 block 0.54.
Cc1occc1C(=O)NNS(=O)(=O)c1ccc([N+](=O)[O-])cc1 was read as STK33 kinase inh 0.4 and Kir21 block -0.75.
For COc1ccc(CCNC(=O)COC(=O)c2ccc(N3CCCC3=O)cc2)cc1OC the results were STK33 kinase inh -0.5 and Kir21 block 1.9.
Cc1cc(C(=O)N/N=C/c2c3ccccc3cc3ccccc23)n[nH]1 was read as STK33 kinase inh 1.5 and Kir21 block 1.1.
Screening COc1ccc(NC(=O)N2CCCC2)cc1OC returned STK33 kinase inh -0.4 and Kir21 block 0.16.
NC(=O)c1ccc2c(=O)c(O)c(-c3cc(Cl)c(N)c(Cl)c3)[nH]c2c1 was read as STK33 kinase inh -1.1 and Kir21 block -1.5.
Screening CC1(C)CC(=O)C2=C(C1)OC(N)=C(C#N)[C@@]21C(=O)N(CC(N)=O)c2ccccc21 returned STK33 kinase inh -1.3 and Kir21 block 1.6.
Screening O=S(=O)(NCc1ccccc1)c1ccc(-n2cccn2)cc1 returned STK33 kinase inh -0.5 and Kir21 block 0.54.
`Cc1cc(C(=O)O)ccc1-c1ccc(CO)o1` gave STK33 kinase inh -0.9 and Kir21 block 0.26.
C=CCn1c(SCC(=O)Nc2nc3ccccc3s2)nc(O)c(CC)c1=O was read as STK33 kinase inh 1.1 and Kir21 block -0.02.
Screening CN(CC(=O)NCC1CCCCC1)S(=O)(=O)c1ccc(F)cc1 returned STK33 kinase inh -0.7 and Kir21 block -1.7.
For COc1ccc(C(=O)Nc2cc([N+](=O)[O-])ccc2N2CCCC2)cc1 the results were STK33 kinase inh -1.3 and Kir21 block 0.31.

Screening results (PubChem)
